SNCA viab count: reduces viability of HEK-293 SNCA reporter cells; HEK-293-SNCA-luc viability, GF-AFC fluorescence, 24 h; AID 1671193; hit rate 0.12% among 150,000; Potency, µM (highest dose often 57.1 µM), for the others: top-dose activity change, negative = cytotoxicity, most hits filed as cytotoxic;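 also: potency is read from the fitted curve at half-maximal effect; 0% = DMSO-treated cells and -100% = medium-only wells without cells; nearly all actives have a fitted effect of over 30% in size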
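Cytotoxicity counterscreen: after 24 h compound treatment of genome-edited SNCA-luciferase HEK-293 cells, live-cell protease substrate GF-AFC read by fluorescence after 30 min; activity scaled between DMSO (0%) and medium-only (-100%), curves Hill-fitted.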
GPT2 inh: GPT2 alanine aminotransferase inhibition; Q8TD30; Recombinant GPT2, coupled pyruvate oxidase/HRP Amplex Red fluorescence; AID 1671188; Potency, µM (titrated, usually from 57.7 µM), without a hit: at the top dose activity change, negative = inhibition, usual class: inhibitors; hit rate 0.25% among 100,000; also: potency is read from the fitted curve at half-maximal effect; nearly all actives have a fitted effect of over 60% in size; many of its hits are not listed in these tables
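Inhibition is scored from Amplex Red fluorescence generated when pyruvate oxidase and HRP act on pyruvate released by GPT2. Reactions contain 10ng/uL enzyme, 250uM a-KG and 2mM L-alanine and run 30 min at room temperature.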
3T3 cytotox: kills NIH 3T3 cells. hit rate 4.3% among 94,000. Potency, µM (doses to about 96.7 µM), for the others: top-dose activity change, negative = cytotoxicity, hits mostly inhibitors. NIH 3T3 viability, CellTiter-Glo ATP luminescence, 48-72 h. AID 1345082; also: potency is read from the fitted curve at half-maximal effect; nearly all actives have a fitted effect of over 55% in size
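Mouse fibroblast NIH 3T3 cells, 400 per well, received compound via pintool and were incubated for 48 or 72 hr prior to CellTiter-Glo ATP luminescence measurement.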
SNCA expr inhib: SNCA gene expression inhibition | AID 1671194 | HEK-293 SNCA-luciferase knock-in, luminescence, 24 h | hit rate 0.17% among 140,000 | Potency, µM (top dose mostly 57.2 µM), inactives show at the highest dose activity change, negative = inhibition, actives largely listed as inhibitors;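 also: potency is read from the fitted curve at half-maximal effect; plate controls were DMSO cells for no effect and cell-free wells for full effect; nearly all actives have a fitted effect of over 45% in size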
IP6K1 inh: inhibitors of human IP6K1 | activity change, % (series mostly up to about 58 µM) | AID 1645851 | hit rate 0.81% among 140,000 | IP6K1 kinase, ADP-Glo luminescence, 2 h; hits give low values | Q92551; in the data active = activity change below about -25%
Target sequence (Q92551 whole entry, looked up): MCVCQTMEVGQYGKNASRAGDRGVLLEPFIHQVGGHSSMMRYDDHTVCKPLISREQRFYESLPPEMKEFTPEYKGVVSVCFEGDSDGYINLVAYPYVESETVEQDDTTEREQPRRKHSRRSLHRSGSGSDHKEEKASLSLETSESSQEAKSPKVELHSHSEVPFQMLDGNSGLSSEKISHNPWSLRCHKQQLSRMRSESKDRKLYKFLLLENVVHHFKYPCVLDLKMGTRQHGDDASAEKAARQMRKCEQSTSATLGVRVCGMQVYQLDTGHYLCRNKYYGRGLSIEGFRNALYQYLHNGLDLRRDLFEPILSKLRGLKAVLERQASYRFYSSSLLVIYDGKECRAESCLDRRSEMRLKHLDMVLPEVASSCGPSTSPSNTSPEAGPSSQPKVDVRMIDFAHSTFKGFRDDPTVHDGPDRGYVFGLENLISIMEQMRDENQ
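ADP-Glo luminescence measures ADP made by human IP6K1 during a 2 h RT reaction with ATP/IP6 (mix at 1.3 mM/130 uM); top library doses 57.5 and 19.1 uM final.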
HEK cytotox: cytotoxic compounds in HEK 293 cells; HEK 293 viability, ATP luminescence (CellTiter-Glo), 48-72 h; Potency, µM (titrated, usually from 115 µM), inactives show at the top dose activity change, negative = cytotoxicity, actives largely listed as inhibitors; hit rate 6.6% among 94,000; also: potency is read from the fitted curve at half-maximal effect; nearly all actives have a fitted effect of over 60% in size
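HEK 293 seeded at 250 cells/well receive compound via pintool. After 48 or 72 hr at 37 degree Celsius, 5% CO2 and 95% humidity, CellTiter-Glo is dispensed and luminescence read following 10 min at room temperature.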
FLuc inh: blocks purified firefly luciferase enzyme activity. P08659. purified P. pyralis luciferase, luminescence, biochemical. Potency, µM (doses to about 115 µM), for the others: at the highest dose activity change, negative = inhibition, actives largely listed as inhibitors. hit rate 2.5% among 76,000; also: potency is read from the fitted curve at half-maximal effect; nearly all actives have a fitted effect of over 65% in size
Target sequence (P08659 whole entry, looked up): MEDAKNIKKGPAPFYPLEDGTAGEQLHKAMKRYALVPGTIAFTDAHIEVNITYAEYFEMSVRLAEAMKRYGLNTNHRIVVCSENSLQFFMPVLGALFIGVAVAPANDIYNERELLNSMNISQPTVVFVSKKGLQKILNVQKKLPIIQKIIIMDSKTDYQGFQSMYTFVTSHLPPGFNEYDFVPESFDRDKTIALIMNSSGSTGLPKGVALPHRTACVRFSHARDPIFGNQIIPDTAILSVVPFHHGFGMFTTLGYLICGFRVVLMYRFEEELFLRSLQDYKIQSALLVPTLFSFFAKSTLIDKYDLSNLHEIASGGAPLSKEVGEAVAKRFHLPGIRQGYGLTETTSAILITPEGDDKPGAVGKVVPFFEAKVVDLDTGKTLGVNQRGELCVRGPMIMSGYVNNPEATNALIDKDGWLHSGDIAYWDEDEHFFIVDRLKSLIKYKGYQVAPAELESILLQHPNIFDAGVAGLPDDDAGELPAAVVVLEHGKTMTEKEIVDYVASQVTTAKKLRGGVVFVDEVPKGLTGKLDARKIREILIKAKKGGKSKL
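Luminescence read by CCD imaging after purified firefly luciferase (10nM final) was added to substrate buffer holding 10uM D-luciferin and 10uM ATP, pH 7.5, pre-dosed with compound.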
Active calls of the source: *; i = inactive; ? = inconclusive; . = not tested or not shown; [ ] = remark or other dose. Unless noted, calls follow the shape of the dose curve; as a rule, active = well fitted curve in the direction sought with a large enough effect; inconclusive = small, poorly fitted or top-dose-only effect, or another doubt; inactive = no such curve, though single readings can be large; an effect the other way counts as inactive or inconclusive. Unless noted, % is scaled to controls: 0 for no effect and ±100 for the full control effect.

Each structure is followed by: IP6K1 inh, FLuc inh, GPT2 inh, SNCA expr inhib, 3T3 cytotox, SNCA viab count, HEK cytotox
> COCC(=O)N1C[C@H](NC(=O)C(=O)c2cccn2C)[C@@H](C2CC2)C1
    1.5, 2.1%, 0.3%, 6.2%, -1.4%, -1.2%, 1.6%
> CCCCC(CC)CNC(=O)c1ccc2c(=O)n(CCOC)c(=O)[nH]c2c1 (stereo not given)
    -3.1, ., ., 4.2%, ., 0.2%, .
> Cn1c(CNC(=O)C2Cn3cccc3C(=O)N2Cc2cccnc2)nc2ccccc21 (stereo not given)
    -5.5, 0.0%, i, 11.7%, ?, -2.1%, -21.0%
> CCCn1c(C)cnc1CC1CCCN(C(=O)CCOC)C1 (stereo not given)
    5.6, -8.5%, i, -19.2%, 2.7%, -7.8%, i
> COC(=O)c1ccccc1NC(=O)c1nc(SCc2ccccc2C)ncc1Cl
    0.4, ., ., -10.7%, ., 1.0%, .
> Cc1ccc(-c2nc(C)c(CCNC(=O)c3cccs3)s2)cc1
    -12.6, ., ., 81.6%[activator], ., 5.3%, .
> CCc1ccc(C(=O)N2CCC(CC(=O)NCc3ccccc3)C2)cc1 (stereo not given)
    8.0, -5.3%, i, -8.9%, -20.0%, 15.3%[12.5 µM], -0.4%
> CCCNC(=O)NC[C@H]1O[C@@H]2C[C@@H](CC(=O)NC(C)C)O[C@@H]2[C@@H]1O
    -1.5, 0.8%[172 µM], ?, -7.2%[87.6 µM], -7.0%[174 µM], 7.2%[87.6 µM], 4.8%[172 µM]
> COc1ccc(C2NC(=O)N(CC3CC3)C3=C2C(=O)OC3)cc1 (stereo not given)
    -3.4, 6.2%, -2.8%, -26.3%, i, -9.5%, 2.4%
> CCc1ccccc1NC(=O)c1cc2c(s1)CN(C(C)C)C2
    5.2, 32.7%, i, -15.4%, ?, 5.8%, ?
> O=C(NCc1ccccc1F)C(=O)NCC(c1ccco1)S(=O)(=O)c1ccccc1 (stereo not given)
    -12.4, ., ., -12.1%, ., 11.0%, .
> O=C1CN(C(=O)Cc2c[nH]c3ncc(-c4ccccc4)cc23)CCN1
    -5.1, -15.8%[172 µM], -1.7%[88.5 µM], 6.0%[87.6 µM], ?, 8.7%[87.6 µM], -17.1%[172 µM]
> CCCC(=O)Nc1ccc(C2OC(=O)N(Cc3ccc(F)cc3)C2C(=O)NCc2ccccc2)cc1 (stereo not given)
    9.9, 5.7%, 3.2%, 0.6%, ?, 10.4%, ?
> COC1CCN(S(=O)(=O)N2CCCC(C)(c3ccccc3)C2)CC1 (stereo not given)
    -5.0, -4.6%, i, 9.9%, ?, -0.1%, ?
> O=C(NCC(c1ccco1)S(=O)(=O)c1ccc(Cl)cc1)c1ccccc1F (stereo not given)
    2.6, ., ., 67.3%[activator], ., -1.1%, .
> CCC(=O)NCCc1sc2nc(-c3ccc(OC)cc3)nn2c1C
    6.7, ., ., 109.4%[activator], ., 6.0%, .
> COCCNC(=O)[C@@H]1[C@H](c2cc(OC)c(OC)c(OC)c2)c2cc3c(cc2[C@H](O)[C@H]1CO)OCO3
    -10.0, 5.1%, -11.3%, 13.8%, ?, 9.1%, ?
> Cc1cccc(C(=O)Nc2cc(-c3nc4cccnc4s3)ccc2C)c1
    4.7, ., ., 38.0%[activator], ., -2.9%, .
> N#Cc1ccc(S(=O)(=O)N2CCC3(CC2)CC(CC(=O)N2CCOCC2)CCO3)cc1 (stereo not given)
    6.9, 0.3%, i, -13.7%, ?, 8.6%, -25.0%
> Cc1ccc(NC(=O)N2CCN(c3nnnn3-c3cccc(C(C)C)c3)CC2)cc1F
    13.1, ., -1.3%, 8.0%, ?, -5.1%, ?
> O=S(=O)(NC1CCc2nnc(C3CC3)n2CC1)c1cccs1 (stereo not given)
    -5.6, 1.5%, -7.2%, ?, 0.9%, -1.0%, 1.2%
> Cc1ccccc1C(=O)N(C)Cc1cccn1C
    8.4, 0.0%[172 µM], i, 12.4%[87.6 µM], -2.1%[138 µM], 9.8%[87.6 µM], -21.8%[172 µM]
> COc1cccc(-c2cccc(C(=O)N3CCN(C(=O)c4ccc(C)cc4)CC3)c2)c1
    8.5, ., -7.6%, 1.8%, ?, -0.7%[12.5 µM], ?
> CN(C)CCCOCC1(C)COc2ccc(C(=O)Nc3cccc(Cl)c3)cc2N1 (stereo not given)
    -1.4, -28.4%[172 µM], -5.7%[88.5 µM], 63.8%[activator][87.6 µM], ?, 1.8%[87.6 µM], 35.5µM*
> Cc1ccc(NC(=O)C2CCCN(S(=O)(=O)c3cn(C(C)C)cn3)C2)c(C)c1 (stereo not given)
    -4.6, ., ., -9.4%, ., -14.1%, .
> CCCN(Cc1cc2cccc(C)c2[nH]c1=O)C(=O)c1cccc(Cl)c1
    17.6, ., ., -15.2%, ., 4.1%, .
> CN1CCCN(C(=O)c2ccccc2F)c2ccccc21
    11.1, -13.4%, i, 11.8%, -13.5%, 5.1%, -23.4%
> CCn1c(SCC(=O)Nc2ccc(C)cc2Br)nnc1-c1nonc1NC(C)=O
    -1.4, ., ., 10.9%, ., 8.4%, .
> O=C(NCc1ccncc1)C1c2ccccc2C(=O)N(C2CCCC2)C12CCCCC2 (stereo not given)
    8.8, -4.5%, i, -16.7%, ?, -8.9%, ?
> CCOc1ccccc1NC(=O)Cn1c(=O)ccc2cc(S(=O)(=O)N3CCCC3)ccc21
    -17.2, ., ., -11.3%, ., -4.3%, .
> Cc1ccc(NC(=O)C2CCN(c3ncccn3)CC2)cc1F
    -7.2, ., ., 31.8%[activator], ., 5.1%, .
> Cc1noc(C)c1[S+](=O)([O-])NC1CCN(c2nc3ncccc3o2)C1 (stereo not given)
    8.4, ., i, -19.7%, -15.6%, 3.6%, -0.8%
> COc1ccc(C(=O)NC2CCN(c3cc(-c4ccccc4)[nH]n3)C2)cc1F (stereo not given)
    -9.3, -5.3%, ?, -1.3%, ?, -15.2%, ?
> COc1cc(NC(=O)CSc2nc3ccccc3nc2Cc2ccccc2OC)cc(OC)c1
    19.4, ., ., 11.4%, ., -19.7%, .
> O=C1CN(C(=O)COc2ccc(Cl)cc2)C(c2ccccc2)c2cc(Br)ccc2N1 (stereo not given)
    -2.0, ., ., -27.2%, ., -16.8%, .
> CO[C@H]1C=CO[C@@]2(C)Oc3c(C)c(O)c4c(O)c(c(/C=N/N5CCN(C)CC5)c(O)c4c3C2=O)NC(=O)/C(C)=C\C=C[C@H](C)[C@H](O)[C@@H](C)[C@@H](O)[C@@H](C)[C@H](OC(C)=O)[C@@H]1C
    -33.1*, ., -17.1%, 25.4%[25.6 µM], ., -25.3%[23.9 µM], .
> COc1cccc(S(=O)(=O)N2CCCC(Cc3noc(-c4cnccn4)n3)C2)c1 (stereo not given)
    4.5, 0.0%, i, ?, -36.2%, ?, ?
> CN1CCC2(Cc3ccccc3CN(C(=O)CN)C2)C1 (stereo not given)
    -15.6, ., i, -3.0%[87.6 µM], i, 6.6%[87.6 µM], -1.2%[172 µM]
> Cc1ccccc1Cc1c(C)nc2c(C(=O)NCCc3noc(-c4cccnc4)n3)cnn2c1C
    2.3, ., -2.0%, -11.1%, ?, -13.3%, 89.1µM*
> COc1ccc(CCNC(=O)c2cn3cc(-c4ccc(C(F)(F)F)cc4)sc3n2)cc1
    -1.4, ., i, 11.5%, -18.6%, 10.2%, 0.2%
> Cc1ccc(CCC(=O)N2CC[C@@](O)(C3CCOCC3)[C@H](C)C2)cc1
    13.1, -11.1%, -28.8%, 13.3%, -11.4%, ?, 3.0%
> O=C(NCc1ccccc1Cn1cccn1)c1ccc2cccc(F)c2n1
    -8.8, -3.2%, -1.4%, 0.0%, ?, -9.1%, ?
> CS(=O)(=O)N1CC2(CCCCN2Cc2cccnc2)Cc2ccccc21 (stereo not given)
    -4.0, ., -1.5%, ?, -14.4%, -8.1%, -25.4%
> O=C(CSc1nccn1-c1ccc(Cl)cc1)Nc1nc2ccccc2s1
    -2.9, ., ., 11.9%, ., 3.0%, .
> CCOc1ccc2c(n1)CCN(C(=O)Cc1ccc(OC)cc1)C2
    -10.8, -0.7%, i, 27.9%, -22.1%, 5.2%[12.5 µM], -20.4%
> O=C(c1cc2ccc3cccnc3c2[nH]1)N1CCN(c2cccc(Cl)c2)CC1
    27.4, ., ., ?, ., ?, .
> CCOC(=O)C1CCCN(C(=O)c2cc(C(C)(C)C)nc3c2cnn3C)C1 (stereo not given)
    8.8, ., -16.7%, 0.7%, ?, -7.8%[12.5 µM], ?
> Cn1ncc2c(C(=O)NCC(F)F)cc(-c3cccc(C(F)(F)F)c3)nc21
    -2.8, ., ., ., -9.5%, ., -1.8%
> Cc1oc(C(O)c2cccc(O)c2)nc1C(=O)Nc1ccc2[nH]c(=O)oc2c1 (stereo not given)
    -4.9, ?, i, 13.5%[87.6 µM], ?, 3.8%[87.6 µM], ?
> COc1ccc(CCC(=O)N2CCCCCCN(C)C(=O)[C@@H]3CCC[C@@H]32)cc1
    -3.3, 0.1%, i, 1.2%, -11.3%, 0.4%, -4.8%

Whole records, quoted from the list. Values in the order: IP6K1 inh | FLuc inh | GPT2 inh | SNCA expr inhib | 3T3 cytotox | SNCA viab count | HEK cytotox
Record of Cc1ccc(CCC(=O)N2CC[C@@](O)(C3CCOCC3)[C@H](C)C2)cc1 = 13.1 | -11.1% | -28.8% | 13.3% | -11.4% | ? | 3.0%
Record of O=C(NCc1ccccc1Cn1cccn1)c1ccc2cccc(F)c2n1 = -8.8 | -3.2% | -1.4% | 0.0% | ? | -9.1% | ?
Record of CCOC(=O)C1CCCN(C(=O)c2cc(C(C)(C)C)nc3c2cnn3C)C1 (stereo not given) = 8.8 | . | -16.7% | 0.7% | ? | -7.8%[12.5 µM] | ?

In another format: 3 of the compounds above
SMILES	IP6K1 inh	FLuc inh	GPT2 inh	SNCA expr inhib	3T3 cytotox	SNCA viab count	HEK cytotox
O=C(NCc1ccccc1Cn1cccn1)c1ccc2cccc(F)c2n1	-8.8	-3.2%	-1.4%	0.0%	?	-9.1%	?
CS(=O)(=O)N1CC2(CCCCN2Cc2cccnc2)Cc2ccccc21 (stereo not given)	-4.0	.	-1.5%	?	-14.4%	-8.1%	-25.4%
O=C(CSc1nccn1-c1ccc(Cl)cc1)Nc1nc2ccccc2s1	-2.9	.	.	11.9%	.	3.0%	.

A portion of the library; count on the stated rates, not on these rows.
